Screening results deposited in PubChem BioAssay by several laboratories.
NOD1 inhibition: NOD1 signaling inhibitors, primary screen, cell-based, luminescence, uHTS (AID 1578). NOD1-driven NF-kB luciferase reporter cells, luminescence; higher % means a stronger effect. one-dose inhibition, % at 4 µM; EC50 in µM for titrated hits. actives 1% (n = 290,000); in the data active = inhibition mostly above about 36%, no sharp cut-off; inactive = mostly below about 34%;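 note: HEK-293T reporter cells stimulated with the NOD1 agonist gamma-tri-DAP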
GPR55 beta-arrestin: GPR55 agonists via beta-arrestin recruitment, primary screen, imaging, U2OS cells, beta-arrestin-GFP redistribution (AID 1961); U2OS GPR55 beta-arrestin-GFP redistribution imaging; higher % means a stronger effect; activation, % at 10 µM, or EC50 in µM where a hit was titrated; actives 0.048% (n = 290,000);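 active = activation above 40% with more than 50 cells counted in the well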;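 note: U2OS osteosarcoma cells stably expressing GPR55 and beta-arrestin-GFP; plate controls were DMSO negative control for no effect and LPI positive control for full effect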
HIV peptide binding: cell-free HIV fusion peptide-binding blockers – biochemical, uHTS, fluorescence dequenching, primary screen (AID 1986) | actives 0.3% (n = 290,000) | one-dose inhibition, % at 20 µM; IC50 in µM for titrated hits | cell-free peptide binding, fluorescence dequenching, 30 min; higher % means a stronger effect; in the data active = inhibition mostly above about 52%, no sharp cut-off; inactive = mostly below about 76%; note: some results filed as inactive read as strong as hits
KOR beta-arrestin-1: kappa opioid receptor activators – cell-based, luminescence, uHTS, primary screen (AID 1777). KOR beta-arrestin recruitment, luminescence; higher % means a stronger effect. activation, % at 10 µM; hits with a dose series show EC50 in µM. actives 0.02% (n = 280,000); in the data active = activation above about 50%, passing the limit was not always enough; note: a part of the inactive calls stands beside numbers as strong as those of hits
Myeloid diff 2: myeloid differentiation induction. actives 1% (n = 360,000). ER-HoxA9 myeloid progenitors, lysozyme-GFP differentiation, flow cytometry. calls only at 10 µM;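 active = normalized GFP-positive differentiation at or above the plate's own cutoff, the solvent-only control mean plus 3 SD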;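 note: cells exposed to compound for four days before flow analysis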
KOR beta-arrestin-2: KOR antagonists, beta-arrestin recruitment, cell-based, luminescence, uHTS (AID 1778) | KOR beta-arrestin recruitment, luminescence, antagonist mode; higher % means a stronger effect | inhibition, % at 10 µM; hits with a dose series show IC50 in µM | actives 0.091% (n = 290,000); note: strong numbers were not always called active
NOD2 inhibition: NOD2 signaling inhibitors, cell-based, luminescence, uHTS, HEK293 (AID 1566); HEK293 NOD2/NF-kB luciferase reporter, luminescence; higher % means a stronger effect; inhibition, % at 4 µM, or EC50 in µM where a hit was titrated; actives 0.63% (n = 290,000); note: many of its hits are not listed in these tables
GPR35 arrestin U2OS: GPR35 antagonists blocking zaprinast-driven arrestin recruitment, primary screen, imaging, U2OS, beta-arrestin-GFP, zaprinast agonist (AID 2058); U2OS GPR35 beta-arrestin-GFP translocation imaging, zaprinast antagonism; higher % means a stronger effect; one-dose inhibition, % at 10 µM; IC50 in µM for titrated hits; actives 0.052% (n = 290,000);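 active = inhibition of at least 50% with at least 30 cells and total cytoplasm GFP at most 10,000,000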
GPR55 antagonists: GPR55 antagonists blocking LPI-driven arrestin recruitment, primary screen, imaging, U2OS, beta-arrestin-GFP, LPI agonist (AID 2013); one-dose inhibition, % at 10 µM; IC50 in µM for titrated hits; actives 0.13% (n = 290,000); U2OS GPR55 beta-arrestin-GFP translocation imaging, LPI antagonism; higher % means a stronger effect;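 active = spots per cell inhibited over 60%, with over 100 cells counted and total cytoplasm intensity under 500,000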;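 note: U2OS cells stably carrying GPR55 and arrestin-GFP stimulated by 5 µM LPI near EC80; imaged beta-arrestin-GFP aggregate spots per cell after agonist stimulation; plate controls were LPI-stimulated DMSO wells for no effect and DMSO wells without LPI for full effect; some results filed as inactive read as strong as hits; confirmed hits need IC50 under 10 µM and bright autofluorescent wells are also inconclusive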
Myeloid diff 2 GFP+ MAC1+ %: also measured in Myeloid diff 2; calls as there; GFP+ MAC1+ double positive, %; measured here: differentiation confirmed by MAC1 staining
Active calls of the source: *; i = inactive; x = no result given; [ ] = remark or other dose. Cut-off read from the data, not from the text of the source, unless noted: active = inhibition above about 50%; inactive = the rest.

Sample of the layout:
[1] CCCCN1CC(O)=C(c2nc(-c3ccc(Cl)cc3)cs2)C1=N
[2] O=C(NC1CCCCC1)C1CCCN1C(=O)Nc1ccccc1 (centres undefined)

Compound	1	2
NOD1 inhibition	-13%	-11%
GPR55 beta-arrestin	-0.1%	-0.2%
HIV peptide binding	31%	2.8%
KOR beta-arrestin-1	1.3%	-6.6%
Myeloid diff 2	i	i
Myeloid diff 2 GFP+ MAC1+ %	2.1	3.7
KOR beta-arrestin-2	92%	12%
NOD2 inhibition	22%	-10%
GPR35 arrestin U2OS	6%	0%
GPR55 antagonists	-2%	-2%

Main list, from the first entry:
[1] CCCCN1CC(O)=C(c2nc(-c3ccc(Cl)cc3)cs2)C1=N
[2] O=C(NC1CCCCC1)C1CCCN1C(=O)Nc1ccccc1 (centres undefined)
[3] Cc1cccc(OCCC(=O)Nc2ccccc2C(N)=O)c1
[4] COC(=O)[C@@H]1C[C@H]2CC[C@H](O)C[C@H]2N1Cc1ccc(C)s1
[5] O=C(CC(=O)Nc1ccccc1[N+](=O)[O-])Nc1ccccc1[N+](=O)[O-]
[6] CC(=O)NC(Cc1cc(C)ccc1C)C(=O)N1CCN(C(=O)c2ccc([N+](=O)[O-])cc2)CC1 (centres undefined)
[7] CNS(=O)(=O)c1ccc(NC(=O)c2csc(C)c2)cc1
[8] COc1ccc(C(=O)NCC2CCCO2)cc1OC (centres undefined)

Compound	1	2	3	4	5	6	7	8
NOD1 inhibition	-13%	-11%	-26%	7%	-7%	-13%	-42%	-1%
GPR55 beta-arrestin	-0.1%	-0.2%	0.2%	-0.1%	-0.1%	-0.1%	0.0%	-0.3%
HIV peptide binding	31%	2.8%	-0.7%	-0.9%	0.5%	0.0%	0.0%	-0.9%
KOR beta-arrestin-1	1.3%	-6.6%	-3.6%	9.7%	-5.0%	0.0%	-2.4%	-0.2%
Myeloid diff 2	i	i	i	i	i	i	i	i
Myeloid diff 2 GFP+ MAC1+ %	2.1	3.7	1.2	1.6	0.9	1.1	1.0	0.3
KOR beta-arrestin-2	92%	12%	-45%	-11%	25%	-2%	28%	9%
NOD2 inhibition	22%	-10%	-1%	3%	10%	-4%	3%	20%
GPR35 arrestin U2OS	6%	0%	1%	3%	-2%	-7%	-3%	9%
GPR55 antagonists	-2%	-2%	8%	-5%	-1%	-1%	9%	1%

[9] COc1ccc(CNC(=O)CC(C)CC2=NS(=O)(=O)c3ccccc3N2)cc1 (centres undefined)
[10] O=C(NCCCN1CCOCC1)c1ccc(Sc2cccc(Cl)c2)c([N+](=O)[O-])c1
[11] Cc1ccc(-c2nn3c(-c4ccco4)nnc3c3ccccc23)cc1S(=O)(=O)NCC1CCCO1 (centres undefined)
[12] COc1cc(CC(=O)O)ccc1O
[13] Cc1nnc(NC(=O)CSc2ccc3nnc(-c4ccccn4)n3n2)s1
[14] O=C(Nc1ccccc1Cl)O/N=C(/c1ccccc1)c1ccccn1
[15] Cc1cccc(NC(=O)C2CCCN(S(=O)(=O)c3ccc4c(c3)oc(=O)n4C)C2)c1 (centres undefined)
[16] Cc1ccc(O)c(C(=O)c2cnc3c(c2)c(C)nn3-c2ccccc2)c1

Compound	9	10	11	12	13	14	15	16
NOD1 inhibition	-5%	-16%	36%	-12%	-23%	14%	-2%	-14%
GPR55 beta-arrestin	-0.1%	-0.2%	0.6%	-0.1%	-0.4%	-0.2%	0.0%	0.5%
HIV peptide binding	0.0%	-0.9%	4.1%	0.6%	-2.6%	-2.8%	-0.5%	1.2%
KOR beta-arrestin-1	-2.1%	4.1%	0.1%	-1.9%	-4.5%	6.4%	-0.6%	-2.0%
Myeloid diff 2	i	i	i	i	i	i	i	i
Myeloid diff 2 GFP+ MAC1+ %	1.9	0.1	3.1	2.3	0.6	0.5	0.2	0.4
KOR beta-arrestin-2	-48%[20 µM]	3%	-3%	8%	-6%	-1%	1%	x
NOD2 inhibition	6%	3%	37%	-2%	2%	5%	15%	6%
GPR35 arrestin U2OS	2%	-3%	-5%	2%	-17%	0%	-2%	11%
GPR55 antagonists	0%	4%	8%	8%	-2%	-12%	13%	3%

[17] COc1ccc(CN(C(=O)c2nsc(Cl)c2Cl)C(C(=O)NC2CCCCC2)c2ccc(OC)cc2)cc1 (centres undefined)
[18] CCCc1ncc(C(O)c2ccc(OC)cc2)n1C (centres undefined)
[19] CCn1c(SCC(=O)N2CCCCCC2)nc2c([nH]c3ccccc32)c1=O
[20] O=C(COc1ccccc1)Nc1c2c(nn1-c1ccccc1)CS(=O)C2 (centres undefined)
[21] CCCCNC(=O)Nc1ncn[nH]1
[22] COc1ccc(NS(=O)(=O)c2ccc3c(c2)NC(=O)CCS3)cc1Cl
[23] CCCSc1ncccc1C(=O)O
[24] C=C(C)C(=O)Nc1cccc(C2=NOC3(C2)C[C@H](C(N)=O)N(C(=O)c2ccccc2)C3)c1 (some centres undefined)

Compound	17	18	19	20	21	22	23	24
NOD1 inhibition	17%	0%	-9%	27%	-3%	8%	-12%	-7%
GPR55 beta-arrestin	0.2%	0.0%	-0.2%	0.0%	-0.1%	-0.2%	-0.2%	-0.2%
HIV peptide binding	2.5%	-2.4%	-0.8%	-1.8%	-1.1%	-1.6%	-0.6%	4.3%
KOR beta-arrestin-1	1.4%	-2.9%	-1.0%	-6.5%	-6.3%	2.9%	0.7%	-0.3%
Myeloid diff 2	i	i	i	i	i	i	i	i
Myeloid diff 2 GFP+ MAC1+ %	7.9	1.1	1.5	0.3	1.3	0.0	0.4	0.5
KOR beta-arrestin-2	-3%	1%	-22%	40%	25%	-5%	5%	21%
NOD2 inhibition	9%	8%	18%	7%	11%	24%	4%	12%
GPR35 arrestin U2OS	-4%	1%	-13%	-4%	7%	-3%	-14%	-1%
GPR55 antagonists	-4%	7%	-9%	-33%	-5%	-11%	-1%	15%

[25] NC(=O)c1ncc(C(F)(F)F)cc1Oc1ccc(F)cc1
[26] O=C(CC1SC(=NCC2CCCO2)NC1=O)Nc1cc([N+](=O)[O-])ccc1Cl (centres undefined)
[27] Cn1c(=O)c(C(=O)CN2CC(=O)Nc3ccccc32)c(N)n(Cc2ccccc2)c1=O
[28] O=C(Nc1ccc2oc(-c3cccnc3)nc2c1)c1ccc2c(c1)OCCO2
[29] c1ccc(-c2ccccn2)nc1
[30] Cc1ccc(Cl)cc1NC(=O)Nc1c(C)n(C)n(-c2ccccc2)c1=O
[31] CCc1ccccc1NC(=O)CCc1nc(-c2cccs2)no1
[32] CCOc1ccc2nc(NC(=O)Cn3cnc4c3c(=O)n(C)c(=O)n4C)sc2c1

Compound	25	26	27	28	29	30	31	32
NOD1 inhibition	0%	-27%	-41%	4%	-29%	-17%	-25%	14%
GPR55 beta-arrestin	-0.1%	0.9%	-0.2%	-0.1%	-0.1%	-0.1%	0.2%	-0.2%
HIV peptide binding	1.2%	-2.0%	1.8%	2.3%	1.9%	0.6%	-0.9%	-2.5%
KOR beta-arrestin-1	-4.8%	-5.9%	-1.8%	x	-1.4%	-0.9%	-3.3%	x
Myeloid diff 2	i	i	i	i	i	i	i	i
Myeloid diff 2 GFP+ MAC1+ %	0.8	0.1	0.3	0.2	2.4	0.6	0.2	10
KOR beta-arrestin-2	8%	37%	7%	-7%[20 µM]	-15%	33%	-2%	x
NOD2 inhibition	9%	13%	-4%	-22%	0%	10%	10%	1%
GPR35 arrestin U2OS	2%	9%	5%	3%	6%	-8%	7%	-5%
GPR55 antagonists	12%	9%	22%	20%	4%	12%	5%	0%

[33] NCCCCCc1nnc(SCC(=O)c2ccc(Cl)cc2)o1
[34] CC(C)CCNC(=O)c1cccnc1Sc1ccccc1
[35] c1ccc(-c2ccc(OCCOCCn3cncn3)cc2)cc1
[36] Cc1c(NC(=O)c2c(NC(=O)CNC3CC3)sc3c2CCCC3)c(=O)n(-c2ccccc2)n1C
[37] Cc1c(C=O)c(=O)n(-c2ccccc2)n1-c1ccccc1
[38] Cc1cc(C)c(NS(=O)(=O)c2ccc(NC(=O)CCC(=O)O)cc2)c(C)c1
[39] O=S(=O)(Nc1cccc(-c2cn3c(n2)SCC3)c1)c1cccs1
[40] COc1ccc2c(c1)c(C(=O)O)c(C)n2CCc1ccc(OC)c(OC)c1

Compound	33	34	35	36	37	38	39	40
NOD1 inhibition	-9%	-17%	-38%	-23%	12%	-11%	-14%	-30%
GPR55 beta-arrestin	-0.4%	0.0%	-0.1%	0.3%	-0.3%	0.2%	0.2%	-0.1%
HIV peptide binding	21%	0.9%	0.7%	1.1%	-0.8%	3.0%	2.7%	2.0%
KOR beta-arrestin-1	-1.6%	2.0%	-0.1%	-1.2%	-4.4%	-2.7%	-1.7%	-2.3%
Myeloid diff 2	i	i	i	i	i	i	i	i
Myeloid diff 2 GFP+ MAC1+ %	0.9	0.4	1.4	1.7	0.8	0.5	0.4	0.8
KOR beta-arrestin-2	-18%	6%	-17%	12%	19%	5%	-23%	2%[20 µM]
NOD2 inhibition	13%	-8%	-44%	8%	20%	12%	6%	-10%
GPR35 arrestin U2OS	20%	9%	-2%	3%	10%	-4%	-3%	5%
GPR55 antagonists	-13%	-5%	-16%	4%	7%	4%	8%	-10%

[41] CCCCNC1=NCCS1
[42] O=C(NCCCN1CCCC1=O)c1cc(COc2ccc(F)cc2F)on1
[43] Cc1cc(Cl)ccc1OCC(=O)NNC(=O)c1cccnc1
[44] COc1nccnc1NS(=O)(=O)c1ccc(NC(=S)NC(=O)c2ccc(F)c(F)c2)cc1
[45] CN1CCN(C(=S)SCC(=O)N2CCCc3ccccc32)CC1
[46] c1cc(OCCCN2CCCCC2)ccc1CN1CCCCC1
[47] CC(=O)c1cccc(CN2CCCC(C(=O)Nc3cccc(-n4cccn4)c3)C2)c1 (centres undefined)
[48] O=S(=O)(NCCSc1nc2ccccc2o1)c1ccccc1

Compound	41	42	43	44	45	46	47	48
NOD1 inhibition	-33%	-10%	-34%	-7%	-32%	1%	-12%	-7%
GPR55 beta-arrestin	-0.3%	-0.1%	-0.1%	0.3%	-0.1%	-0.1%	-0.1%	1.3%
HIV peptide binding	-1.0%	0.6%	1.1%	4.8%	-1.0%	0.7%	3.0%	-1.7%
KOR beta-arrestin-1	-5.9%	-2.4%	1.2%	-7.6%	2.3%	-4.1%	4.4%	-0.7%
Myeloid diff 2	i	i	x	i	i	i	i	i
Myeloid diff 2 GFP+ MAC1+ %	0.1	0.8	x	0.3	0.5	0.6	1.1	0.0
KOR beta-arrestin-2	5%	13%	-14%	-37%	-7%	-19%	-14%	-14%
NOD2 inhibition	1%	19%	-4%	12%	6%	13%	4%	10%
GPR35 arrestin U2OS	-10%	-8%	4%	3%	0%	3%	-8%	5%
GPR55 antagonists	5%	13%	-2%	-8%	23%	24%	12%	15%

Only part of the results is shown; rates above refer to the full screens.
